VHR inh abs – blocks human VHR1 dual specificity phosphatase; P51452; recombinant VHR phosphatase, pNPP absorbance; inhibition, % at 13.3 µM; 0.52% of 290,000 active; in the data active = inhibition above about 50%; note: some compounds called inactive have numbers as strong as hits
Target sequence (P51452 whole entry, looked up): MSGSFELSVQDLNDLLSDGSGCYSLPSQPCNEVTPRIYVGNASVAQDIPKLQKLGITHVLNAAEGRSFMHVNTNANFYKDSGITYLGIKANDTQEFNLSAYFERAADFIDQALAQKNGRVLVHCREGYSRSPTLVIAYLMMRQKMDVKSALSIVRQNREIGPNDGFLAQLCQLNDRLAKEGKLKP
MazF activator – increases E. coli MazEF RNase cleavage of RNA; P0AE70; FAM/BHQ RNA-DNA oligo cleavage fluorescence, 5 h; activation, % at 20 µM; 0.32% of 350,000 active; AID 504720; in the data active = activation above about 50%
Target sequence (P0AE70 whole entry, looked up): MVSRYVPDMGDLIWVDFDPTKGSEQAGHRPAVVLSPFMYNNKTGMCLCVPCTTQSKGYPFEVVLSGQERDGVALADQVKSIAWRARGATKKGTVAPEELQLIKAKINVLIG
Mtb FBA inh – inhibitors of M. tuberculosis fructose-bisphosphate aldolase. P9WQA3. purified M. tuberculosis FBA, fluorescence read-out. 2.3% of 360,000 active. inhibition, % at 1 µM; in the data active = inhibition above about 27%;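 note: 0% = vehicle and 100% = reference inhibitor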
Target sequence (P9WQA3 whole entry, looked up): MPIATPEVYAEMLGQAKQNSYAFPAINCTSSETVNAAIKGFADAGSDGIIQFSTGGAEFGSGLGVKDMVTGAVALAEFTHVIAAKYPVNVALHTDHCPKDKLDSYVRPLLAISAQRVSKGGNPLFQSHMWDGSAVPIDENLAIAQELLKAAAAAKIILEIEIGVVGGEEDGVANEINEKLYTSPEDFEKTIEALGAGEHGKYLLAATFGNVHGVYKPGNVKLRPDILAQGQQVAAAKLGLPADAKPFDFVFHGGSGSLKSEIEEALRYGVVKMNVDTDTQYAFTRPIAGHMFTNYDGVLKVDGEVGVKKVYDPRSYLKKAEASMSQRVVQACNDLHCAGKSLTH
Mtb BioA inh – blocks M. tuberculosis BioA enzyme activity | purified M. tuberculosis BioA enzyme, plate reader | inhibition, % at 9.99 µM | 0.096% of 360,000 active | AID 602481; in the data active = inhibition above about 40%
UGM FP inh – inhibitors of M. tuberculosis UDP-galactopyranose mutase. P9WIQ1. purified UGM, fluorescence polarization probe displacement. inhibition, % at 10 µM. 0.06% of 320,000 active; in the data active = inhibition above about 10%, passing the limit was not always enough
Rv3671c inh – inhibits the M. tuberculosis serine protease Rv3671c; P9WHR9; inhibition, % at 5.96 µM; 0.048% of 320,000 active; AID 2606; in the data active = inhibition above about 38%;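 note: extracellular domain of Rv3671c used as enzyme; 0% = enzyme with DMSO and 100% = no enzyme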
Target sequence (P9WHR9 whole entry, looked up, the tested form may be a part): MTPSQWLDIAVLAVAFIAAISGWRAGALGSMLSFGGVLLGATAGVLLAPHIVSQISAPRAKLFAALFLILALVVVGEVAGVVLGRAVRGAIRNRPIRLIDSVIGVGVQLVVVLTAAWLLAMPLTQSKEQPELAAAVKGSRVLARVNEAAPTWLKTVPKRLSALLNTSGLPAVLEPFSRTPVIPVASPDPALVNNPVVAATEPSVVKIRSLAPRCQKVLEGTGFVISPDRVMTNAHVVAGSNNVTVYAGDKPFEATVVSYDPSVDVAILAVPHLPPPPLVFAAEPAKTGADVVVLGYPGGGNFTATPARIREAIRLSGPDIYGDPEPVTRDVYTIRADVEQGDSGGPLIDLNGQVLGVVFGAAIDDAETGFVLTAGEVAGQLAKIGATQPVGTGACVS
SSB-PriA inh – inhibitors of Klebsiella pneumoniae PriA binding to SSB C-terminal tail; AID 1272365; AlphaScreen SSBct-PriA binding, biotinylated peptide; 0.6% of 430,000 active; inhibition, % at 33 µM; in the data active = inhibition mostly above about 37%, no sharp cut-off; inactive = mostly below about 20%;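 note: plate controls were negative control peptide for no effect and reference peptide for full effect; strong numbers were not always called active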
SARS 3CLpro inh – SARS-CoV 3CLpro protease inhibition; recombinant SARS-CoV 3CLpro, quenched FRET peptide cleavage; 0.14% of 290,000 active; AID 1706; inhibition, % at 6 µM; P0C6X7; in the data active = inhibition above about 12%
GDH-TPI counter – counter-screen for M. tuberculosis FBA inhibitors: GDH-TPI coupled enzymes | inhibition, % at 4.8 µM | 1.2% of 360,000 active | AID 588335 | GDH-TPI coupled enzyme counterscreen, NADH absorbance; in the data active = inhibition above about 30%;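 note: 0% = DMSO wells and 100% = wells lacking the enzyme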
BH1578 lux ind – quorum light induction in luxS cqsA deficient V. cholerae; activation, % at 18.7 µM; V. cholerae BH1578 lux reporter, luminescence, 6 h; 0.16% of 350,000 active; in the data active = activation mostly above about 9.7%, no sharp cut-off; note: not every result past the cut was called active; inactives centre near 0; reference of the scale not given here
* marks the source's active call; other numbers are inactive results; i = inactive; x = not tested or not shown; & = joins results of further samples.

| smiles | VHR inh abs | MazF activator | Mtb FBA inh | Mtb BioA inh | UGM FP inh | Rv3671c inh | SSB-PriA inh | SARS 3CLpro inh | GDH-TPI counter | BH1578 lux ind |
| --- | --- | --- | --- | --- | --- | --- | --- | --- | --- | --- |
| CCN(CC(=O)NC(C)C)C(=O)[C@@H](NC(=O)c1ccco1)C(C)C | 37.9 | -3.0 | -2.0 | x | 0.2 | 0.8 | -16.0 | 2.2 | -3.7 | -0.6 |
| COc1cc(C(=O)Nc2ccc(NC(=O)C3CCCCC3)nc2)cc(OC)c1OC | 20.6 | 0.2 | 3.7 | -2.7 | x | x | -2.6 | 2.2 | 9.0 | -0.8 |
| O=c1[nH]c2ccccc2cc1-c1nnn(-c2ccccc2)n1 | x | -1.2 | -5.7 | -0.7 | -1.6 | -3.5 | -5.3 | x | 10.6 | i |
| O=[N+]([O-])c1ccccc1/C=N/N1CCN(c2ccccn2)CC1 | 2.7 | 5.7 | -6.1 | -0.8 | 1.0 | 6.3 | x | 1.2 | -6.8 | i |
| O=C(COC(=O)c1ccc(-c2ccc([N+](=O)[O-])cc2)o1)NC(=O)NC12CC3CC(CC(C3)C1)C2 | 2.6 | 7.7 | 5.7 | x | -1.7 | -16.7 | 19.8 | 1.4 | 17.9 | -0.1 |
| CN(C)S(=O)(=O)c1ccc(Cl)c(NC(=O)COC(=O)CNC(=O)c2ccco2)c1 | 7.2 | -1.7 | -1.1 | -0.5 | -0.1 | 6.2 | -18.4 | 2.1 | 1.3 | -0.3 |
| Cc1cc(C)n(S(=O)(=O)c2ccc(F)cc2)n1 | 9.8 | 4.2 | 2.1 | -0.6 | -1.7 | 3.2 | -2.0 | -3.1 | -14.0 | -0.6 |
| CCCCc1ccc(S(=O)(=O)NC(=O)C2(C)CCN2C(=O)c2c(C)noc2C)cc1 (centres undefined) | x | x | 0.2 | -0.7 | x | x | x | x | 12.8 | 0.6 |
| CC1=C(C(=O)Nc2ccccc2)C(c2cccs2)NC(=O)N1 (centres undefined) | 13.9 | 3.4 | -4.2 | 0.4 | -2.1 | -2.7 | -14.1 | -0.2 | -2.8 | -1.7 |
| COc1ccccc1CNC(=O)CCCc1ccccc1 | -1.2 | 7.3 | 0.7 | x | 2.5 | -6.9 | -0.2 | 0.3 | -6.1 | -0.4 |
| CCCCC(=O)Nc1cc(NC(=O)CC)ccc1Cl | -6.6 | 4.0 | 4.6 | 0.9 | 1.3 | 2.3 | -13.4 | -1.9 | 0.6 | -0.3 |
| Cc1ccc(NC(=O)CCNC(=O)c2ccc(Cl)cc2)cc1C | x | 1.3 | 1.4 | 0.0 | -0.7 | 1.3 | -8.1 | -2.0 | -4.3 | i |
| CCO/C=N/c1c(C#N)c(CC#N)nn1-c1ccccc1 | 6.5 | -4.4 | 1.3 | -1.7 | -1.7 | 3.2 | x | 4.4 | -9.1 | -0.2 |
| O=c1[nH]c(=O)n(C2CCCCCC2)c(O)c1C=NCc1ccc(F)cc1 | -4.7 | 2.9 | -1.8 | 1.3 | -1.0 | 0.4 | 3.2 | 1.7 | 1.2 | i |
| CCOc1ccc(NC(=O)C(Cc2ccccc2)NC(=O)C2CCCCC2)cc1 (centres undefined) | -21.6 | -0.6 | -4.2 | x | -0.5 | 0.8 | -2.1 | 6.5 | -11.2 | i |
| COc1ccc(Br)c(Cn2c(C)c(C(=O)NCc3cccs3)sc2=O)c1 | x | x | -0.1 | -0.7 | x | x | x | x | 9.1 | i |
| O=C(CSc1ccc(-c2ccncc2)nn1)N1CCN(c2ccccc2)CC1 | 16.5 | -9.6 | -1.5 | -0.2 | -1.6 | 7.2 | -1.1 | 3.2 | -0.6 | i |
| O=C1Nc2ccc(Cl)cc2C12OCCCO2 | 12.2 | 10.2 | 3.1 | -1.3 | 0.8 | x | 4.1 | -4.0 | -2.6 | i |
| CCOc1cc(N2CCOCC2)c(OCC)cc1NC1=NCCCCC1 | 11.7 | 0.6 | 3.4 | -0.4 | 0.1 | 2.4 | 2.9 | -3.4 | -6.0 | 5.0 |
| Cc1c(C(=O)OCc2ccccc2)nnn1-c1nonc1N | 20.9 | -4.3 | 2.7 | x | -4.6 | 2.6 | -6.1 | 0.2 | 11.2 | -0.1 |
| COC(=O)c1ccc(-c2sc3nc(N4CCOCC4)c4c(c3c2N)CCCC4)o1 | 24.3 | -7.7 | x | x | 0.5 | 8.3 | -33.4 | 3.2 | x | x |
| COc1ccc2oc(=N)c(C(=O)Nc3ccc(Cl)cc3)cc2c1 | 4.1 | 7.5 | 3.1 | -2.9 | 0.8 | -0.5 | -30.2 | 0.2 | 3.7 | -1.2 |
| COc1ccc(-c2c(C#N)c(SCC(N)=O)nc3c2CCCC3)cc1 | -4.8 | 15.7 | 7.5 | -1.5 | -1.8 | 5.8 | -3.2 | 0.5 | -3.9 | -0.2 |
| CC(=O)c1cccc(NC(=O)C(OC(=O)c2cccc(S(=O)(=O)N(C)c3ccccc3)c2)c2ccccc2)c1 (centres undefined) | 1.9 | -1.2 | -0.9 | 1.0 | -1.1 | -63.1 | -16.0 | 0.9 | 2.5 | 6.2 |
| CC1(C)Cc2ccccc2/C(=C/C(=O)N2CCCCCC2)N1 | 15.6 | -0.7 | -1.9 | -0.4 | -1.4 | -10.3 | 2.5 | 0.8 | 12.5 | -0.3 |
| O=C(CSc1nc(-c2ccccc2)nc2ccccc12)Nc1nccs1 | 37.9 | 136.3* | -0.6 | -1.5 | -0.3 | -16.5 | -4.1 | -0.2 | 13.9 | i |
| CCn1c(O)c(C=NCCc2c[nH]c3ccccc23)c(=O)[nH]c1=O | -0.5 | 8.3 | 1.4 | -0.2 | 4.3 | 6.2 | -11.5 | 0.1 | -5.5 | -1.0 |
| CCOC(=O)c1nnn(CC(=O)Nc2ccccc2)c1C(=O)OCC | -7.5 | 1.2 | 1.0 | x | -2.5 | 3.0 | -5.3 | 3.2 | -3.1 | i |
| COc1ccc(CCNC(=O)CCC(=O)Nc2nnc(C(C)C)s2)cc1OC | -3.6 | 5.1 | 0.6 | x | -0.6 | -8.0 | 2.1 | -2.9 | 4.3 | -0.3 |
| CC(C)(C)NC(=O)C1(N2C(=O)c3ccccc3C2=O)CCCC1 | x | 8.1 | 5.2 | -1.0 | x | x | -11.2 | x | 11.6 | i |
| CC1/C(=N/O)CC(c2ccccc2)NC1c1ccccc1 (centres undefined) | 35.2 | 3.5 | -0.1 | -0.5 | 4.1 | -1.1 | x | -2.9 | -3.3 | 1.0 |
| CC(C)c1ccc(N2C(=O)CC(NNC(=O)c3ccccc3Cl)C2=O)cc1 (centres undefined) | 2.5 | -6.4 | 1.9 | -0.9 | -2.4 | 0.6 | -2.6 | 0.5 | -5.4 | i |
| O=C(Oc1ccc(Br)cc1C(=S)N1CCOCC1)c1cccc([N+](=O)[O-])c1 | 3.0 | 31.8 | -2.2 | 0.0 | -2.1 | 0.9 | -5.3 | -3.2 | 10.4 | -0.5 |
| COc1cccc(N2CCN(c3ccc4nnc(CCC(=O)Nc5ccc(F)cc5F)n4n3)CC2)c1 | 73.3 | 4.2 | -1.5 | x | -2.0 | -2.3 | -11.2 | -1.4 | 10.3 | 4.2 |
| CC(=O)N1c2ccccc2C(=O)C1N1CCCCC1 (centres undefined) | 23.2 | -22.5 | 11.3 | x | 0.3 | -6.8 | -16.1 | 3.1 | 10.1 | i |
| Cc1c(/C(O)=C2/C(=O)C(=O)N(Cc3cccnc3)C2c2ccccn2)cnn1-c1ccccc1 (centres undefined) | 24.3 | -11.1 | -2.8 | x | 0.1 | 2.6 | x | 1.9 | 13.3 | -1.0 |
| CSCCC(=O)N1CCC(CCC(=O)NC2CC2)CC1 | 31.8 | -0.7 | 4.9 | -1.5 | -0.1 | -2.8 | 12.8 | 1.9 | 0.0 | -0.6 |
| Cc1cc(C(=O)COC(=O)Cc2c(F)cccc2Cl)c(C)n1C | x | -3.4 | 1.2 | -1.7 | x | x | x | x | 8.8 | -4.5 |
| COc1ccc(S(=O)(=O)Nc2cccc3c2O[C@H](CN(C)Cc2ccc(C(=O)O)cc2)[C@@H](C)CN([C@H](C)CO)C3=O)cc1 | x | 4.7 | 2.1 | -2.5&-0.5 | 1.5 | 3.7 | 2.9 | x | -0.9 | 6.1 |
| CC(C)C1C(C#N)=C(N)Oc2n[nH]c(-c3cccs3)c21 (centres undefined) | 1.9 | 11.5 | 1.0 | 0.3 | -0.6 | -8.2 | -18.4 | -3.6 | -0.9 | -0.3 |
| COc1ccc(C2=C/C(=C\c3ccccc3OC(C)=O)C(=O)O2)cc1 | 34.5 | -54.8 | 0.6 | -1.5 | -0.3 | 2.4 | 4.7 | 1.0 | 2.4 | -0.3 |
| COc1ccc(NC(=O)Cn2nc(Cc3cccnc3)c3ccccc3c2=O)c(OC)c1 | 28.6 | 5.7 | 2.7 | 0.3 | -2.1 | -0.1 | 0.7 | 5.9 | 4.3 | -0.4 |
| Cn1cnc(S(=O)(=O)NCc2cccs2)c1 | -4.6 | -0.4 | 0.9 | -1.0 | -0.2 | -3.7 | -6.7 | 2.0 | 2.5 | 0.0 |
| COc1cccc(Cn2cc(C)cc(NC(=O)NCc3ccccc3)c2=O)c1 | -0.5 | 15.2 | 18.4 | -1.2 | 1.0 | -1.2 | 1.5 | -5.5 | 11.5 | 1.2 |
| CCC(=O)Nc1nnc(C(C)(C)C)s1 | 33.8 | -1.2 | -7.9 | -4.8 | 0.7 | 5.2 | -18.5 | 3.8 | 2.8 | i |
| CC(=O)N1c2ccc(S(=O)(=O)N3CCCC3)cc2CC1C(=O)NC(C)C (centres undefined) | 5.5 | 5.0 | 0.4 | -1.9 | 2.8 | 1.0 | -3.2 | -4.1 | 7.1 | -0.3 |
| COc1ccc(CNC(=O)c2ccc(N(C)S(=O)(=O)c3ccc(C)cc3)cc2)cc1 | -13.3 | -1.3 | 0.2 | -1.1 | -0.2 | -16.3 | -1.0 | 7.0 | 4.4 | i |
| Cc1nc(CSc2nnc(C)s2)cs1 | -8.5 | -1.0 | 3.5 | x | -1.9 | 0.0 | 4.0&-3.6 | 3.6 | 2.2 | -0.9 |
| O=C(NCCC1=CCCCC1)c1cc(-c2ccncc2)nc2ccccc12 | 22.6 | 1.8 | 2.9 | -2.2 | 2.5 | -0.2 | 4.3 | 7.9 | 4.9 | -0.3 |
| O=C(O)C1C2C=CC3(CN(Cc4ccco4)C(=O)C13)O2 (centres undefined) | 4.6 | 2.0 | -1.3 | -1.7 | -0.2 | 0.5 | 5.7 | -3.0 | -5.9 | -0.9 |
| COc1ccc(CCNC(=O)CSc2ccccn2)cc1 | 1.1 | 7.8 | 4.4 | 0.1 | -0.6 | 8.8 | -9.6 | -2.4 | -13.1 | -0.4 |
| COc1cc(C(C)=O)ccc1OCC(=O)OC(C)C(=O)c1ccc(F)cc1 (centres undefined) | x | 7.4 | 1.2 | 1.0 | 0.6 | 2.8 | -3.0 | x | 2.5 | i |
| COc1cccc(N2C(=O)C3C(C2=O)C2C=CC3C23CC3)c1 (centres undefined) | 21.6 | 1.4 | -2.0 | 2.0 | 2.0 | -9.9 | -14.4 | -1.3 | -1.1 | i |

Record cards (already shown). Order of screens: VHR inh abs, MazF activator, Mtb FBA inh, Mtb BioA inh, UGM FP inh, Rv3671c inh, SSB-PriA inh, SARS 3CLpro inh, GDH-TPI counter, BH1578 lux ind
CC(=O)N1c2ccc(S(=O)(=O)N3CCCC3)cc2CC1C(=O)NC(C)C (centres undefined) in the list: 5.5, 5.0, 0.4, -1.9, 2.8, 1.0, -3.2, -4.1, 7.1, -0.3
COc1ccc(CCNC(=O)CSc2ccccn2)cc1 in the list: 1.1, 7.8, 4.4, 0.1, -0.6, 8.8, -9.6, -2.4, -13.1, -0.4
COc1ccc(CNC(=O)c2ccc(N(C)S(=O)(=O)c3ccc(C)cc3)cc2)cc1 in the list: -13.3, -1.3, 0.2, -1.1, -0.2, -16.3, -1.0, 7.0, 4.4, i
O=C(NCCC1=CCCCC1)c1cc(-c2ccncc2)nc2ccccc12 in the list: 22.6, 1.8, 2.9, -2.2, 2.5, -0.2, 4.3, 7.9, 4.9, -0.3

Screening results from PubChem BioAssay.

These rows are one share of the data; rates above refer to the full screens.
